Cardio protect = cardioprotection against H2O2-induced cell death, primary screen, uHTS, H9c2 cells, ATPLite luminescence | AID 588492, 2011 | protection from H2O2 cell death, % at 20 µM | H9c2 cardiomyocytes, H2O2 injury protection, 2 h | 0.63% of 360,000 active;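 active = compounds giving at least 50% protection of heart cells from peroxide-induced death in the single-dose screen, raw or plate-pattern-corrected value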;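 note: 0% = DMSO wells with peroxide and 100% = DMSO wells without peroxide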
TRPM1 prom inh = inhibitors of MITF-dependent TRPM1 promoter reporter, primary screen, cell-based, SK-MEL-5, single point, luciferase. inhibition, % at 12.5 µM. 0.83% of 330,000 active. SK-MEL-5 TRPM1 promoter luciferase, 24 h;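 active = mean inhibition across replicates of 60% or more, whatever share of single replicates reaches that level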; note: values of inactives mirror those of a sister screen read the other way
iPSC survival up = enhancers of single-cell hiPSC survival, primary screen, ATPlite luminescence; 0.044% of 360,000 active; 100% = ROCK inhibitor wells, 0% = DMSO; AID 602274, 2012; survival enhancement, % at 20 µM; in the data active = survival enhancement above about 18%;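 note: cells exposed to compounds for 16 hours before the ATP read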
HIF-2a block = HIF-2a reporter inhibitors, primary screen, luminescence, 786-0 RCC cells; 786-0 RCC cells HIF-2a reporter, luciferase luminescence, overnight; AID 624352, 2012; inhibition, % at 18.8 µM; 0.72% of 360,000 active;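 active = inhibition of the luminescence signal of 40% or more relative to plate controls, in a single-dose primary screen at 18.75 µM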
Shn3 3UTR inh = reduction of Shn3 3'UTR firefly luciferase signal, primary screen, Schnurri-3 inhibitor project, cell-based, Clone20 osteoblasts, set 2; Clone20 osteoblast Shn3 3'UTR firefly luciferase, 24 h; inhibition, % at 12.5 µM; 0.52% of 360,000 active;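 active = mean inhibition of at least 75% with every replicate also reaching 75%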;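 note: 0% = median of neutral control wells and 100% = pilot-screen positive control compound; some compounds past the cut are filed as inactive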
Peg3 prom inh = Peg3 promoter-driven luciferase inhibitors, primary screen, cell-based, HeLa, luciferase luminescence | HeLa PEG-Prom luciferase reporter, overnight | inhibition, % at 20 µM | 1.7% of 360,000 active;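 active = inhibition of at least 50% at 20 µM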
NR2E3 ag-1 = NR2E3 agonists in two-hybrid cells, primary screen, cell-based, luminescence, CHO-S, Gal4-NCOR/VP16-NR2E3 | Photoreceptor-specific nuclear receptor (Homo sapiens), Q9Y5X4 | luciferase | inhibition of corepressor binding, % at 3.98 µM | 0.35% of 360,000 active | AID 602229, 2012;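 active = inhibition above the mean of all tested compounds plus 3 SD, cut at about 70% in these data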;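 note: 0% = DMSO with NR2E3 transfected cells and 100% = cells lacking NR2E3 construct; higher means lower luciferase signal from less NR2E3 corepressor binding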
Target sequence (Q9Y5X4 whole entry, looked up, the tested form may be a part): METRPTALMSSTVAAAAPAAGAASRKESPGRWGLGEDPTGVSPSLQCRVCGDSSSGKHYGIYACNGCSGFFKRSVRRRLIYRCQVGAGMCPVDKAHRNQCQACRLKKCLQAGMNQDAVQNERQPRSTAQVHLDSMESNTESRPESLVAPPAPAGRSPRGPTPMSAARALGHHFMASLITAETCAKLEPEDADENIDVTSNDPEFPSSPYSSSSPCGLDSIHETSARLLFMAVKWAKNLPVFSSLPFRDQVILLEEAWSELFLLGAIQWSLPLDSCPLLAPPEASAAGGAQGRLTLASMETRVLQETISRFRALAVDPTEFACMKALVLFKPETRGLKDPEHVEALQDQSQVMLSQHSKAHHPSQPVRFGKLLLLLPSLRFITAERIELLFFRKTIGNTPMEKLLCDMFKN
PDI inh = inhibitors of human PDI, primary screen, biochemical, turbidity, single point, plate reader | Protein disulfide-isomerase (Homo sapiens), P07237 | PDI insulin aggregation turbidity, A650, 90 min | inhibition, % at 10 µM | 0.052% of 350,000 active;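 active = mean inhibition across replicates of 30% or more, whatever share of single replicates reach that level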;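 note: absorbance from insulin aggregation driven by PDI reduction with DTT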
Target sequence (P07237 whole entry, looked up): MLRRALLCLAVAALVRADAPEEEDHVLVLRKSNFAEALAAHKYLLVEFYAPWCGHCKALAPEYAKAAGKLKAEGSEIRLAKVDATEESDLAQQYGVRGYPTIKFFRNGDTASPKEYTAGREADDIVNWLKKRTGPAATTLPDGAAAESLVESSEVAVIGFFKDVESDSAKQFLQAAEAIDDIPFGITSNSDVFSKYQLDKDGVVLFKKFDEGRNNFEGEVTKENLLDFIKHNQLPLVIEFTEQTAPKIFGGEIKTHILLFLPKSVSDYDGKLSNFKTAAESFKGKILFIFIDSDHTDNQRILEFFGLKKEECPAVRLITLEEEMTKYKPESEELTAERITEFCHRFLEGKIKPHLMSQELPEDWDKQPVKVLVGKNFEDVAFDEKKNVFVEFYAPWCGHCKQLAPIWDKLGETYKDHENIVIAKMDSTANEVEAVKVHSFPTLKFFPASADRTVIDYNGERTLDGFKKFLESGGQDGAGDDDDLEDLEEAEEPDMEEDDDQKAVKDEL
HTR2A ag = mouse Htr2a agonists via beta-arrestin recruitment, primary screen, cell-based, luminescence | 5-hydroxytryptamine receptor 2A (Mus musculus), P35363 | 0.66% of 360,000 active | AID 624169, 2012 | activation, % at 7.6 µM | CHO-K1 mHTR2A beta-arrestin complementation; percent of 30 µM serotonin response;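 active = activation above a run cutoff, the mean activation of all tested compounds plus 3 SD, cut at about 14% in these data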;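 note: 0% = plate median of compound wells and 100% = 30 µM serotonin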
NR2E3 ag-2 = inhibitors of NR2E3-RetCOR corepressor binding, primary screen, NR2E3 agonist project, biochemical, TR-FRET, GST-NR2E3, biotin-RetCOR; AID 2300, 2010; 1536-well; Photoreceptor-specific nuclear receptor (Homo sapiens), Q9Y5X4; inhibition of corepressor binding, % at 4.78 µM; 0.12% of 320,000 active;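 active = percent inhibition above the cutoff of mean plus 3 SD of all tested compounds, set per screening campaign, cut at about 20% in these data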;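 note: 0% = DMSO wells and 100% = biotin wells as full block of FRET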
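Material – GST-tagged NR2E3 plus biotinylated RetCOR corepressor · Quantity – NR2E3 fusion 1.35 nM · Times – 5 h incubation at 4 °C · Medium – pH 7.5 Tris-based buffer · Technique – TR-FRET, Eu(K)-anti-GST donor, streptavidin-D2 acceptor, ex 340, em 617/671 nm · Benchmarks – high control biotin, low control 0.6% DMSO · Format – 1536-well plates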
CaV13 ICDI inh = Primary screen for inhibitors of IQ motif and Ca2+-dependent inactivation inhibitor domain binding in CACNA1D, Förster resonance energy transfer in living cells, …; HEK cells, CFP/YFP FRET ICDI-IQ, plate reader, 10 min; percent FRET-ratio fall versus neutral wells; inhibition, % at 12.3 µM; 0.098% of 340,000 active;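 active = mean replicate inhibition of at least 30% and at least 1% of replicates passing that level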;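 note: 0% = median of the neutral control wells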
* marks the source's active call; other numbers are inactive results; x = no result given.

SMILES	Cardio protect	TRPM1 prom inh	iPSC survival up	HIF-2a block	Shn3 3UTR inh	Peg3 prom inh	NR2E3 ag-1	PDI inh	HTR2A ag	NR2E3 ag-2	CaV13 ICDI inh
CCOc1cc(C(=O)NN2CCOCC2)cc(OCC)c1OCC	2	5	-0.4	13	-6	11	-29	-2	2	4	-5
CC(=O)N1CCc2cc(S(=O)(=O)NCCC(=O)Nc3cc(C)cc(C)c3)ccc21	-7	-5	1.9	-2	0	7	-32	-10	3	0	x
CCN(Cc1ccncc1)Cc1cn(C)nc1-c1ccc(Oc2ccccc2)cc1	-6	-1	0.0	8	3	19	-5	0	2	3	-3
COC(=O)N(C)CCCC1(C)C(=O)N(C)c2ccc(O)cc21 (stereo not drawn)	5	5	0.6	1	-12	6	14	1	5	-1	-7
CCCCn1c(N)c(N(CC(C)C)C(=O)CCNC(=O)c2ccc([N+](=O)[O-])cc2)c(=O)[nH]c1=O	4	4	-0.3	12	-15	15	-2	-6	10	x	-4
COc1ccc(N2C(=O)c3ccc(C(=O)Nc4ccccc4O)cc3C2=O)cc1	0	21	1.1	1	0	-4	-12	-1	10	5	-20
O=C(N1CCOCC1)C(F)(F)C(F)(F)C(F)(F)C(F)(F)C(=O)N1CCOCC1	-4	-4	-1.5	13	6	9	3	8	-3	-4	-5
CC(C)c1nnc(NC(=O)C2CCCN2C(=O)Nc2ccc(F)cc2)s1 (stereo not drawn)	-1	-12	-0.2	2	-2	15	-12	9	-1	0	-5
COc1ccc(C)cc1S(=O)(=O)N(C)CC(=O)NCc1ccncc1	-2	-2	-0.2	-2	-10	0	-8	15	6	2	-5
O=C(C1CCCCCC1)N1CC[C@@H](N2CCC(O)CC2)[C@H](O)C1	0	3	-0.5	9	-3	-13	10	-3	2	2	-20

As entered above.
CCCCn1c(N)c(N(CC(C)C)C(=O)CCNC(=O)c2ccc([N+](=O)[O-])cc2)c(=O)[nH]c1=O – CaV13 ICDI inh: -4
CCN(Cc1ccncc1)Cc1cn(C)nc1-c1ccc(Oc2ccccc2)cc1 – NR2E3 ag-1: -5

Going on with the list.
SMILES	Cardio protect	TRPM1 prom inh	iPSC survival up	HIF-2a block	Shn3 3UTR inh	Peg3 prom inh	NR2E3 ag-1	PDI inh	HTR2A ag	NR2E3 ag-2	CaV13 ICDI inh
CCOC(=O)N1CCN(CCC(=O)c2ccc(Br)cc2)CC1	-8	-6	0.7	13	-3	3	-26	7	6	x	-21
COc1ccc(C(=O)N/N=C/c2ccccn2)cc1OC	17	3	0.1	-12	-11	-20	-9	0	1	3	-6
COCCCn1c(SCC(=O)N2CCCCC2C)nnc1-c1ccco1 (stereo not drawn)	-1	5	-1.0	9	-13	2	-5	-9	1	-1	-10
O=C(CN1C(=O)C(=O)N(Cc2ccco2)C1=O)NC1CCCCC1	-12	-11	-1.8	2	-9	-1	3	2	1	-2	-5
Cc1cccc(C)c1OCc1nnc(SCC(=O)Nc2ccccc2F)o1	-8	4	1.3	6	22	10	-19	x	5	3	-5
CCOc1ccccc1/C=C/C(=O)N1CCN(C(=O)c2ccco2)CC1	1	-1	0.2	-1	2	-5	-10	-2	1	x	-5
NC(N)=N/N=C/c1cccc(Cl)c1Cl	5	-8	-1.3	-7	70	76*	-4	1	5	-1	-1
CCCOc1nc(SCCC)nc2c1cnn2-c1ccccc1	-11	-9	0.3	-1	-14	-4	-10	12	0	-1	-11
O=C(CN(C(=O)CCC(=O)Nc1ccccn1)C1CCCC1)NCc1ccc(F)cc1	-1	-19	0.5	8	-2	16	3	0	5	3	-7
CCc1c(C)c(C#N)c2nc3ccccc3n2c1N(C)C	1	4	2.1	17	9	25	-5	-4	5	0	x
O=C(NNC(=S)Nc1ccccc1)Nc1ccccc1	-12	-23	0.9	-161	-21	-123	-101	-6	-2	-1	-4
CCCOc1ccc(C(=O)NCCc2ccccc2)cc1	-10	0	-1.7	-39	-52	-18	-151	11	-4	0	-3
CCCCCSc1nncc(=O)[nH]1	0	4	0.8	0	-5	2	-17	4	3	1	-9
O=C(O)c1ccccc1S(=O)(=O)NCC(O)COC1CCCCC1 (stereo not drawn)	4	4	-1.6	5	-3	-10	2	5	4	4	-9
COc1cccc(C2=CC(c3cccc(OC)c3OC)n3nnnc3N2)c1 (stereo not drawn)	-8	-12	-0.9	-31	-55	-203	-100	2	-3	4	x
O=C(NCc1ccccc1Cl)C1(S(=O)(=O)c2ccc(Cl)cc2)CC1	-3	1	-0.4	13	-2	23	1	3	2	5	-1
Cn1c(=O)c2c(-c3ccc(C(C)(C)C)cc3)n(CC3CCCO3)cc2n(C)c1=O (stereo not drawn)	8	-6	1.5	2	-14	-29	-20	3	-4	0	-6
CCOC(=O)c1c(NC(=O)CN2C(=O)NC3(CCCCC3C)C2=O)sc(C)c1C (stereo not drawn)	4	2	0.2	11	17	15	-22	-1	-1	-1	-3
COc1cc2c(cc1OC)CN(CC(=O)NC(=O)NCc1ccccc1)CC2	6	1	-0.6	12	6	5	-1	0	2	1	-5
Cc1ccccc1OCC(O)Cn1nnc2ccccc21 (stereo not drawn)	3	-76	-3.6	-186	-74	-230	-106	-1	-4	0	-1
CCC(C(=O)NCc1ccco1)N(C(=O)CNS(=O)(=O)c1ccc(C)cc1)c1ccccc1OC (stereo not drawn)	0	-4	-3.6	16	21	16	2	1	1	x	x
Cc1cccc(OCC2CCCN(Cc3nc(C4CC4)no3)C2)c1 (stereo not drawn)	-4	13	2.2	3	-4	-3	-7	-5	-2	-5	-6
O=C(/C=C/c1ccccc1)NNC(=O)c1ccco1	-6	-12	0.5	-29	-5	-14	-34	10	0	-5	-4
CCCCn1c(Nc2ccc(OC)cc2)nc2ccccc21	-6	-7	-0.1	-34	-6	-10	15	-14	-3	1	7
O=S(=O)(c1cccc2cnccc12)N1CCNCC1	7	-8	27*	28	34	-6	21	0	2	1	-5
Cc1cc(S(=O)(=O)N2CCCOC2CNC(=O)C(=O)NCCCN2CCOCC2)ccc1F (stereo not drawn)	-2	-2	1.7	9	-8	-2	-3	0	-5	-1	-5
CC(=O)Nc1ccccc1C(=O)C(=O)Nc1cccc(C(=O)NCc2ccccc2)c1	-2	-9	-1.2	-6	5	9	7	-14	4	2	-17
CCOc1cccc(CNc2nnnn2C)c1	3	5	3.1	14	19	-5	-17	4	2	-1	-19
CCc1ccc(C2=NN(S(C)(=O)=O)C(c3cccs3)C2)cc1 (stereo not drawn)	-6	-22	-1.1	-144	-17	-254	-69	-1	-3	2	-3
COc1ccc(O)c(/C=N/Nc2nc3ccccc3[nH]2)c1	-3	7	3.2	22	-2	0	-6	-3	-3	-5	-5
NC(=O)C1CCN(CC(=O)Nc2ccccc2Sc2ccc(Cl)cc2)CC1	4	2	-1.0	22	16	19	-6	11	1	6	-5
CC(=O)c1ccc(OC2(C)CCN(Cc3ccc(C)cc3)C2)cc1 (stereo not drawn)	-2	x	3.0	5	-4	-14	-17	11	-16	x	-5
Cc1cc2nc3c(nc2cc1C)C1(C(=O)O)CCC3(C)C1(C)C (stereo not drawn)	0	7	2.0	-29	14	7	-6	-2	0	0	-1
Nc1nc(CN2CCOCC2)cs1	7	1	1.0	5	2	-3	-22	4	-1	3	-8
COC(=O)C1=C(C)N(Cc2ccccc2)C(=NCC(C)C)N[C@H]1c1cccc(F)c1	-17	-4	-5.9	2	-10	83*	22	9	0	x	-6
O=C(NC1CCCC1)C(c1ccccc1)N(C(=O)c1ccno1)c1cccnc1 (stereo not drawn)	5	4	-2.5	19	5	15	4	-7	-2	-1	-3
COc1ccc(NC(=O)c2nc[nH]c2C(=O)N2CCN(C(=O)OC(C)(C)C)CC2)cc1	-9	-9	2.6	6	-3	4	6	2	6	-1	-10
NC(=O)NC(=O)COC(=O)c1ccccc1OCc1ccc(F)cc1	-4	18	-0.8	7	x	4	14	-3	-4	1	-6
CN(c1ccccc1)S(=O)(=O)c1cccc(C(=O)NCCc2ccc(O)c(O)c2)c1	28	35	0.3	-88	31	-11	-1	13	-2	2	-4
CCN(CC)CCOC(=O)c1ccc(NC(=O)COc2cc(=O)n(CC)c3ccccc23)cc1	11	-4	2.2	-16	-10	-25	6	-16	6	2	-5
CC(CCc1ccccc1)NCC(O)c1ccc(O)c(C(N)=O)c1 (stereo not drawn)	7	5	0.1	-12	4	9	-27	6	14	3	-4
CCCCSCCCNC(=S)Nc1ccccc1C	-16	-3	-0.6	7	3	15	12	-6	4	1	-18
CCOC(=O)c1c(NC(=O)CSc2nc3c(c(=O)n(C)c(=O)n3C)n2CC)sc(C)c1C	9	6	4.0	-1	18	26	-7	1	2	1	-11
CCOC(=O)C(Cc1c[nH]c2ccc([N+](=O)[O-])cc12)(NC(C)=O)C(=O)OCC	0	-3	-2.7	6	11	3	1	5	-7	x	-2
CCN1CNC(=S)N(c2cc(C)ccc2C)C1	5	7	-0.8	16	9	5	-41	-4	1	-3	-5
CCCC(C)c1nnc(NC(=O)C2CC(=O)N(c3ccc(OCC)cc3)C2)s1 (stereo not drawn)	-1	13	-0.5	5	7	7	-16	-1	9	5	-2
O=C(CCC1CCCCC1)NC1CCCCC1	-5	-18	0.3	-121	-10	-62	-24	3	-5	x	-4
Cc1cc(OCC(=O)N2CCN(c3ccccn3)CC2)cc(C)c1Br	-1	-8	-0.4	5	2	17	-14	-5	-6	3	-8
NC(=O)C1CCN(C(=O)N2c3ccccc3Sc3ccccc32)CC1	-2	8	-1.1	11	4	15	15	-6	-3	5	-8
CCC(C)(C)n1nnnc1CN1CCc2ccccc21	-9	12	1.8	19	10	15	-8	-1	-4	1	x
CCn1c(Oc2cccc(Br)c2)nc2c1c(=O)n(C)c(=O)n2C	1	-20	-0.3	16	15	12	-12	-3	0	6	-1
CC(=O)c1cccc(NC(=O)c2cc(=O)[nH]c3ccc(S(=O)(=O)N4CCOCC4)cc23)c1	3	-3	-1.2	-1	-8	18	-5	7	-4	x	-6

Screens: PubChem BioAssay, several laboratories
